Large T inhibition – SV40 large T antigen inhibitors, biochemical (AID 1903); SV40 large T antigen ATPase/helicase inhibition assay; higher % means a stronger effect; one-dose inhibition, % at 20 µM; IC50 in µM for titrated hits; hit rate 0.39% among 310,000; in the data active means a potency from the dose series; inconclusive means inhibition mostly from about 32% at the one dose, without a potency; inactive means the rest, 99 in 100 with inhibition below about 32%; further: strong numbers were not always called active
GPR35 arrestin U2OS – inhibition of zaprinast-stimulated GPR35 beta-arrestin translocation – imaging, U2OS, beta-arrestin-GFP, zaprinast agonist, primary screen (AID 2058); U2OS GPR35 beta-arrestin-GFP translocation imaging, zaprinast antagonism; higher % means a stronger effect; inhibition, % at 10 µM; hits with a dose series show IC50 in µM; hit rate 0.052% among 290,000;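 active means inhibition of at least 50% with at least 30 cells and total cytoplasm GFP at most 10,000,000; inconclusive means under 30 cells or total GFP of 10,000,000 plus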
Yfh1-off respiration – mitochondrial function rescue without frataxin homolog – Friedreich's ataxia, plus single-dose screen, dose response (AID 1465). hit rate 0.074% among 220,000. fold induction at 50 µM, or EC50 in µM where a hit was titrated. S. cerevisiae Yfh1-off respiration, WST-1 reduction, 72 h; higher fold induction means a stronger effect;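 active means fold induction of absorbance versus untreated yeast above a set limit, then at least 30% activation at any dose in follow-up; inconclusive means repeats straddling the limit, or above it without dose testing; inactive means fold induction below the set limit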;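 further: activators that raise dye reduction in frataxin-depleted yeast; strong numbers were not always called active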
Dengue-2 NS5 capping – Dengue-2 NS5 methyltransferase inhibitors, primary screen, biochemical, confirmation dose response (AID 588689); Dengue-2 NS5 methyltransferase capping enzyme assay, biochemical; higher % means a stronger effect; hit rate 0.3% among 340,000; inhibition, % at 25 µM; hits with a dose series show IC50 in µM; in the data active means a potency from the dose series; inconclusive means inhibition above about 29% without an active follow-up result
GPR55 beta-arrestin – GPR55 agonists via beta-arrestin recruitment, primary screen, imaging, U2OS cells, beta-arrestin-GFP redistribution (AID 1961); U2OS GPR55 beta-arrestin-GFP redistribution imaging; higher % means a stronger effect; activation, % at 10 µM, or EC50 in µM where a hit was titrated; hit rate 0.048% among 290,000;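 active means activation above 40% with more than 50 cells counted in the well; inconclusive means wells holding fewer than 50 cells, flagged as toxic or sparse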;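 further: U2OS osteosarcoma cells stably expressing GPR55 and beta-arrestin-GFP; plate controls were DMSO negative control for no effect and LPI positive control for full effect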
GPR55 antagonists – GPR55 antagonists blocking LPI-driven arrestin recruitment, primary screen, imaging, U2OS, beta-arrestin-GFP, LPI agonist (AID 2013). U2OS GPR55 beta-arrestin-GFP translocation imaging, LPI antagonism; higher % means a stronger effect. inhibition, % at 10 µM; hits with a dose series show IC50 in µM. hit rate 0.13% among 290,000;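 active means spots per cell inhibited over 60%, with over 100 cells counted and total cytoplasm intensity under 500,000; inconclusive means wells with under 100 cells, flagged as likely toxic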;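 further: U2OS cells stably carrying GPR55 and arrestin-GFP stimulated by 5 µM LPI near EC80; imaged beta-arrestin-GFP aggregate spots per cell after agonist stimulation; plate controls were LPI-stimulated DMSO wells for no effect and DMSO wells without LPI for full effect; some results filed as inactive read as strong as hits; confirmed hits need IC50 under 10 µM and bright autofluorescent wells are also inconclusive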
Rac1 GTP hydrolysis – MgcRacGAP GTPase-activating activity inhibitors, confirmation, biochemical, ADP Hunter fluorescence; hit rate 0.6% among 340,000; AID 624330; inhibition, % at 30 µM, or IC50 in µM where a hit was titrated; MgcRacGAP-stimulated Rac1 GTP hydrolysis, ADP Hunter fluorescence; higher % means a stronger effect; GST-tagged Rac1 F28L mutant substrate;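 active means first-screen hits whose inhibition reached a set limit at any dose in the follow-up dose series; inconclusive means inhibition above the set first-screen limit but never retested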;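 further: fluorescence reports GDP produced by GAP-driven GTP hydrolysis; strong numbers were not always called active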
NTR1 ag – NTR1-driven beta-arrestin-GFP spot formation – imaging, U2OS cells, high content, primary screen (AID 493036); hit rate 0.17% among 330,000; agonist mode; activation, % at 20 µM;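 active means activation at or above 40% of the spot to cytoplasm intensity ratio, with at least 20 cells analyzed; inconclusive means wells under 20 cells, flagged as cytotoxic or low count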;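 further: 0% = DMSO without peptide and 100% = 100 nM NTR1 peptide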
Target sequence (P30989 whole entry, looked up): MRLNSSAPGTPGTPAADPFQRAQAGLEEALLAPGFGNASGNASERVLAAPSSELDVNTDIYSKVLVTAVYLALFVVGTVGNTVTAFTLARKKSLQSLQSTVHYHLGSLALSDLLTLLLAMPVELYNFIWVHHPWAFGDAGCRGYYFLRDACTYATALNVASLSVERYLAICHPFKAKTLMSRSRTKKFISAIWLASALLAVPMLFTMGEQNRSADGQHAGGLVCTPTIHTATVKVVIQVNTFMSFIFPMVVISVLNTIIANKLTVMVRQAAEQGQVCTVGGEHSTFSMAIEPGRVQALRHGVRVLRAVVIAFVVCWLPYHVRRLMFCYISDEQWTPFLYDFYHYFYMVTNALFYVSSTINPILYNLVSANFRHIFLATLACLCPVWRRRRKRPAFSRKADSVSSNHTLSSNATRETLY
AID2073 – inhibitors of Mint1-CaV2.2 protein interaction, biochemical, HTRF (AID 2073) | hit rate 0.19% among 290,000 | inhibition, % at 20 µM; hits with a dose series show IC50 in µM | HTRF protein-protein interaction, Mint1-CaV2.2; higher % means a stronger effect; in the data active means inhibition mostly above about 51%, no sharp cut-off; inconclusive means no clear call, values can overlap the other calls; inactive means mostly below about 53%; further: some results filed as inactive read as strong as hits
NTR1 ag cell count 20 µM – second read-out of NTR1 ag, no call of its own (marks repeat the call); cell count; measured here: cell count, cytotoxicity flag
Numbers without * were called inactive; i = inactive; ? = inconclusive; nt = not tested or not shown.

SMILES | Rac1 GTP hydrolysis | GPR55 beta-arrestin | Large T inhibition | NTR1 ag | GPR35 arrestin U2OS | Yfh1-off respiration | Dengue-2 NS5 capping | GPR55 antagonists | AID2073 | NTR1 ag cell count 20 µM
CCOCCOC(=O)C1=C(C)N(C)C(=O)NC1c1ccccc1F (stereo not drawn) | 2% | 0.3% | 0% | 1.2 | 5% | i | 1% | 2% | 5% | 100
CC(Sc1nn(-c2ccc(F)cc2)c(=S)s1)C(=O)c1c(N)n(C)c(=O)n(C)c1=O (stereo not drawn) | 6% | nt | 10% | 24 | nt | nt | -1% | nt | nt | 60
CCCCn1c(N)c(N(CCOC)C(=O)c2cc(-c3ccccc3Cl)nc3ccccc23)c(=O)[nH]c1=O | 2% | nt | 9% | -0.3 | nt | nt | -5% | nt | nt | 61
c1ccc2c(c1)ncn2-c1ncnc2sc3c(c12)CCCC3 | 8% | -0.1% | -1% | -0.6 | -4% | i | -5% | -8% | 4% | 90
Nc1nc(CC(=O)CSc2ccc(Cl)cc2)nc(Nc2ccc(F)cc2)n1 | nt | 0.1% | 16% | -0.4 | 6% | i | nt | 0% | 9% | 54
Cc1cc(C(=O)NC2CCCCC2)on1 | 1% | -0.3% | 7% | 2.7 | -7% | i | -8% | 2% | -11% | 58
O=S(=O)(NCCc1ccncc1)c1cc(Br)ccc1F | 0% | -0.2% | 5% | -0.2 | -5% | i | -2% | 2% | -3% | 44
CS(=O)(=O)N1CCN(c2ccccc2NC(=O)c2cccs2)CC1 | 16% | 0.0% | -1% | -0.8 | 15% | i | 5% | -1% | -6% | 53
C=CCn1c(=N)c(C(=O)OC)cc2c(=O)n3cccc(C)c3nc21 | nt | -0.2% | nt | nt | -5% | nt | nt | 14% | 2% | nt
O=C(Nc1cccc(-c2csc(-c3ccccc3)n2)c1)c1cccs1 | -4% | 0.0% | 6% | 6.7 | -1% | i | -3% | 15% | 17% | 64
Cn1c(C(=O)NCCCN2CCc3ccccc3C2)cc2c(=O)n(C)c3ccccc3c21 | 10% | -0.1% | 6% | 1.6 | 10% | i | -7% | 4% | 2% | 60
Cc1cc(C)c(NC(=O)CSc2ccc(-c3ccccn3)nn2)c(C)c1 | 9% | 0.3% | -3% | 1.4 | 2% | nt | 4% | -13% | 30% | 63
N/C(Cn1cncn1)=N\OC(=O)c1ccc(Cl)cc1 | 6% | -0.1% | 13% | -0.8 | 4% | i | -1% | 2% | -5% | 80
O=C(CCc1ccccc1)N=C1SC2CS(=O)(=O)CC2N1c1ccccc1 (stereo not drawn) | 2% | -0.2% | 8% | -0.2 | -16% | nt | -8% | 22% | 17% | 66
O=C(CCCn1cc([N+](=O)[O-])cn1)N1CCCCC1 | 4% | 0.0% | 14% | -1.4 | -9% | i | -1% | 0% | -9% | 53
O=C(NNC(=O)c1ccc(F)cc1F)c1ccc2c(c1)OCO2 | 2% | 0.1% | -1% | -1.2 | 2% | i | 0% | -7% | 15% | 31
COc1ccc2nc(/N=C/c3c(C)[nH]n(-c4ccc(C)cc4C)c3=O)sc2c1 | 9% | -0.2% | -52% | 0.5 | -6% | i | -8% | 3% | -12% | 83
CC(C)Cc1ccc(S(=O)(=O)Nc2cccnc2)cc1 | 4% | -0.1% | 10% | -0.3 | -1% | nt | -2% | 12% | -4% | 56
CCc1ccc(NC(=O)CCc2nnc3ccc(N4CCCC4)nn23)cc1 | 9% | -0.2% | 5% | 2.7 | 1% | nt | -7% | -8% | 0% | 64
Nc1ccc2nc[nH]c2c1 | 27% | -0.4% | ? | -0.8 | 7% | i | 3% | 13% | -6% | 28
Cc1ccc(C(=O)Nc2cccc(C(O)c3ccccc3)c2)cc1 (stereo not drawn) | 0% | nt | 19% | -0.1 | nt | nt | -10% | nt | nt | 44
COc1ccc(NC(=O)C2CCCN(CCCc3ccccc3)C2)cc1OCC(C)C (stereo not drawn) | -9% | 0.3% | 8% | 7.5 | 7% | nt | -8% | 0% | 12% | 58
COc1ccc(CNS(=O)(=O)c2ccc(-n3cnnn3)c(OC)c2)cc1 | 4% | -0.2% | 3% | -1.2 | 0% | nt | -11% | ? | 5% | 57
CC1Cc2cc(/C(O)=C3/C(=O)C(=O)N(CCCn4ccnc4)C3c3ccc(F)cc3)ccc2O1 (stereo not drawn) | 4% | 0.3% | nt | -0.1 | 9% | nt | -2% | -8% | 10% | 53
COc1ccccc1NC(=O)c1cc(Br)ccc1Cl | 0% | 0.5% | 15% | -0.8 | -5% | i | -5% | 19% | 0% | 51
Cc1ccc2c(O)c(C)c(=O)[nH]c2n1 | 3% | -0.1% | 4% | -0.7 | -5% | i | -4% | 0% | 11% | 75
O=C(NC(=S)Nn1cnc2c(cnn2-c2ccccc2)c1=O)c1ccccc1 | 4% | 0.3% | 18% | -2.0 | 3% | i | 0% | 1% | -9% | 65
Cn1c(=O)c2c(nc(NCC3CCCO3)n2Cc2cccc(Br)c2)n(C)c1=O (stereo not drawn) | 7% | 0.1% | -1% | 0.5 | 1% | i | 2% | 1% | -2% | 71
CCOC(=O)CSc1nc2ccccc2c(=O)n1-c1ccc(C)cn1 | 9% | -0.1% | 3% | 1.4 | 8% | nt | -1% | 1% | -1% | 42
Cc1ccc(C)c2sc(NC(=O)c3ccc(N4C(=O)CCC4=O)cc3)nc12 | 11% | -0.3% | 5% | 1.4 | 9% | i | 1% | 6% | -24% | 97
CC1(C)CC(=O)C2=C(C1)OC(N)=C(C#N)C2CCc1ccccc1 (stereo not drawn) | 7% | 0.2% | 27% | 0.4 | -2% | i | -4% | 5% | 0% | 39
CCOC(=O)c1c(CSc2ccsc2)n(C)c2cc(Br)c(O)c(CN(C)C)c12 | 15% | 0.0% | 15% | 7.6 | 14% | i | 0% | 0% | -20% | 59
Cc1ccc2[nH]c(=O)c(C(c3nnnn3C3CCCC3)N(Cc3cccnc3)Cc3ccco3)cc2c1 (stereo not drawn) | 9% | -0.1% | 15% | 2.9 | 8% | i | 5% | 22% | -2% | 53
C=CCN1C(=O)C2(NNc3ccccc3O2)c2ccccc21 (stereo not drawn) | -1% | -0.2% | -1% | 6.4 | -3% | i | -15% | 4% | 0% | 43
CC1N=C(N)C(c2nc3ccccc3n2C)=C1O (stereo not drawn) | 8% | -0.3% | 8% | -1.2 | -7% | i | 0% | 10% | 11% | 77
COc1ccc(N2CCN(C(=O)CCCSc3nc4ccccc4[nH]3)CC2)cc1 | 21% | -0.1% | 15% | 0.7 | 5% | i | 1% | -2% | -3% | 72
Cc1cc(C)n2c(SCC(=O)Nc3ccc(Cl)cn3)nnc2n1 | nt | -0.1% | 0% | nt | -2% | i | nt | -8% | 29% | nt
O=C(Cc1ccsc1)N1CCc2c([nH]c3ccccc23)C1c1ccccn1 (stereo not drawn) | 8% | 0.1% | 19% | 2.0 | -5% | i | 1% | -3% | 7% | 41
Cc1ccc(-c2c(C(=O)Nc3ccccc3C)c(C)[nH]c(=S)c2C#N)o1 | nt | -0.1% | 16% | -1.1 | 16% | i | nt | 1% | 33% | 83
O=C(COc1ncnc2cc([N+](=O)[O-])ccc12)NC(=O)NC1CCCCC1 | 3% | 0.8% | 7% | 1.8 | -11% | i | -6% | -3% | 19% | 65

Reprinted at random: 3 compounds from above, in no set order.
SMILES | Rac1 GTP hydrolysis | GPR55 beta-arrestin | Large T inhibition | NTR1 ag | GPR35 arrestin U2OS | Yfh1-off respiration | Dengue-2 NS5 capping | GPR55 antagonists | AID2073 | NTR1 ag cell count 20 µM
CCOC(=O)c1c(CSc2ccsc2)n(C)c2cc(Br)c(O)c(CN(C)C)c12 | 15% | 0.0% | 15% | 7.6 | 14% | i | 0% | 0% | -20% | 59
Cc1cc(C)n2c(SCC(=O)Nc3ccc(Cl)cn3)nnc2n1 | nt | -0.1% | 0% | nt | -2% | i | nt | -8% | 29% | nt
COc1ccc(N2CCN(C(=O)CCCSc3nc4ccccc4[nH]3)CC2)cc1 | 21% | -0.1% | 15% | 0.7 | 5% | i | 1% | -2% | -3% | 72

Later entries.
SMILES | Rac1 GTP hydrolysis | GPR55 beta-arrestin | Large T inhibition | NTR1 ag | GPR35 arrestin U2OS | Yfh1-off respiration | Dengue-2 NS5 capping | GPR55 antagonists | AID2073 | NTR1 ag cell count 20 µM
Cc1ccc(/C=C2/Sc3ccccc3N(CC(=O)NCCCOC(C)C)C2=O)cc1 | 3% | -0.2% | -7% | 1.8 | -19% | i | 3% | 6% | -17% | 75
CCOCC(=O)Nc1nc(C)cc(C)n1 | 6% | 0.7% | 12% | 1.0 | -8% | i | 5% | 0% | 5% | 87
Cc1c(Cl)cccc1N1C(=O)CC(N(O)c2ccccc2)C1=O (stereo not drawn) | 8% | 0.0% | 19% | -1.1 | -3% | i | -7% | 20% | -6% | 84
Cn1cc(S(=O)(=O)CC(=O)N2CCCc3ccccc32)c2ccccc21 | 18% | -0.1% | 9% | -0.2 | 9% | i | 3% | -1% | -4% | 95
O=c1cc(CO)[nH]cc1OCc1ccccc1 | 2% | 0.2% | 17% | 0.1 | 6% | i | -5% | 4% | 6% | 47
CCn1c(NC2CCCCC2)nc2ccccc21 | 12% | -0.1% | 7% | -1.9 | 4% | i | -16% | 0% | 11% | 52
O=C(/C=C\c1ccco1)c1ccc(NC(=O)c2ccco2)cc1 | 46% | -0.2% | nt | 0.0 | 16% | i | 4% | 3% | 68% | 51
CSc1ccc(S(=O)(=O)NCc2ccccc2)cc1 | 1% | -0.2% | 1% | 1.3 | 3% | i | -3% | 3% | -5% | 66
O=[N+]([O-])c1ccc(Cl)c(/C=N/N2CCN(c3ccccc3)CC2)c1 | 2% | 0.2% | 6% | 6.6 | 4% | i | -6% | -5% | -3% | 58
O=C(CN1C(=O)c2ccccc2S1(=O)=O)Nc1ccccc1C(=O)NCc1ccco1 | 6% | -0.2% | 0% | 0.3 | -1% | i | nt | 4% | -6% | 54
CCO[C@H]1OC(C(=O)NCc2ccccc2)=C[C@@H](c2ccccc2)[C@@H]1CCCO | 10% | 0.5% | 6% | 2.2 | 13% | i | -5% | 17% | 3% | 53

Screening results deposited in PubChem by several laboratories.
